# Source: PubChem BioAssay
# Mcl-1 Bim block: human Bim-Mcl-1 interaction inhibition | Q07820 | Bead-based flow cytometry, Bim peptide-Mcl-1 binding | inhibition, % at 10 µM | 190,000 compounds, 0.1% hits;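 further: 0% = no compound tracer wells and 100% = peptide blocker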
# Target sequence (Q07820 whole entry, looked up): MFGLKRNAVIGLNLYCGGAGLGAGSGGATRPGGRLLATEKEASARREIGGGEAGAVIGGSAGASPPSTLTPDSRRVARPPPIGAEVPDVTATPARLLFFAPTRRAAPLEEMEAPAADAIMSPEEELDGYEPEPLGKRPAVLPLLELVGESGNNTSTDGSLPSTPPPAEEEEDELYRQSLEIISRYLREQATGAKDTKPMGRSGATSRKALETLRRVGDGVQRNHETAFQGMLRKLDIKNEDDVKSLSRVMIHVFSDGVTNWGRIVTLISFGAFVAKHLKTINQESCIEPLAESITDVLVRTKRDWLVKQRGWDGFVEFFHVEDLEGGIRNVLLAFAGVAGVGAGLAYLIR
# Bim-Bcl-W: disrupts Bim peptide binding to human Bcl-W; Q92843; bead-based flow cytometry; inhibition, % at 10 µM; 190,000 compounds, 0.02% hits; AID 952;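 further: 0% = bound tracer without compound and 100% = peptide blocker; higher means less fluorescent Bim peptide bound to Bcl-W beads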
# Target sequence (Q92843 whole entry, looked up): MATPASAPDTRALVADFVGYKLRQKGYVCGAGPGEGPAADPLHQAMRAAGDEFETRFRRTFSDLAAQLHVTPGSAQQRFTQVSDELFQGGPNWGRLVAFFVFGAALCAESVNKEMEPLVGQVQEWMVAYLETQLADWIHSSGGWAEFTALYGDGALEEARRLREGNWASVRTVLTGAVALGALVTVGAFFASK
# Bcl-2 Bim block: human Bim-Bcl-2 interaction inhibition | P10415 | Bead-based flow cytometry, Bim peptide-Bcl-2 binding | inhibition, % at 10 µM | 190,000 compounds, 0.06% hits | AID 950; in the data active means inhibition above about 40%; inconclusive means no clear call, values can overlap the other calls;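 further: 0% = no compound wells with probe peptide and 100% = reference peptide inhibitor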
# RGS7-Gao reg: human RGS7-Galphao interaction regulation. binding response (% of control), % at 10 µM. Multiplexed bead flow cytometry, RGS7-Galphao binding; actives lie on both sides. P09471. 220,000 compounds, 0.35% hits; in the data active means binding response below about 49% or above about 150%; inconclusive means no clear call, values can overlap the other calls; inactive means in between;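 further: fluorescent Galphao held in activated GDP-AlF4 state binding bead-coupled RGS7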
# Target sequence (P09471 whole entry, looked up): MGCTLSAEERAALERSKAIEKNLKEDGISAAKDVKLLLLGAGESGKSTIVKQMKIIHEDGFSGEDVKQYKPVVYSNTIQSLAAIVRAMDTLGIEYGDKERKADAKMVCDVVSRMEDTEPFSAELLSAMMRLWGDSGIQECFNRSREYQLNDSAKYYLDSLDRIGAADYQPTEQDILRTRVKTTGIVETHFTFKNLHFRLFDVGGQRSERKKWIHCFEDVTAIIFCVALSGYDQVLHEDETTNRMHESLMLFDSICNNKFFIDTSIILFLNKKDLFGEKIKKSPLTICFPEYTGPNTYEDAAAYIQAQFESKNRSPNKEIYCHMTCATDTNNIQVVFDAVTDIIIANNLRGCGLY
# Bim-Bcl-B: human Bim-Bcl-B interaction inhibition; Q9HD36; 190,000 compounds, 0.073% hits; inhibition, % at 10 µM; bead-based flow cytometry, Bim peptide-Bcl-B binding;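 further: 0% = tracer peptide without compound and 100% = reference inhibitor peptide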
# RGS8-Gao: human RGS8-Galphao interaction regulation; P09471; multiplexed bead flow cytometry, RGS8-Galphao binding; actives lie on both sides; response (percent of control binding), % at 10 µM; 220,000 compounds, 0.34% hits; AID 1423; in the data active means response below about 60% or above about 140%; inactive means in between;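 further: Galphao activated as the GDP aluminium fluoride complex binding bead-coupled RGS8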
# GSH fluor: compound fluoresces at 488/530 nm on GSH beads; 190,000 compounds, 0.25% hits; GSH beads flow cytometry, compound fluorescence 488/530 nm; hits give high values; fluorescence (KMESF) at 10 µM; in the data active means fluorescence above about 89;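 further: glutathione beads carrying GST-tagged Bcl family fusion proteins plus one bare bead set; values are compound well signal with DMSO vehicle wells as background; inactives centre near 16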
# Bim-Bcl-XL: disrupts Bim peptide binding to human Bcl-XL; Q07817; bead flow cytometry, fluorescence; inhibition, % at 10 µM; 190,000 compounds, 0.04% hits
# RGS4-Gao reg: human RGS4-Galphao interaction regulation; P09471; Multiplexed bead flow cytometry, RGS4-Galphao binding; actives lie on both sides; 220,000 compounds, 0.33% hits; binding response (% of control), % at 10 µM; in the data active means binding response below about 49% or above about 150%; inactive means in between;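 further: fluorescent Galphao activated with aluminum fluoride binding bead-coupled RGS4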
# Bfl-1 Bim block: human Bim-Bfl-1 interaction inhibition. 190,000 compounds, 0.12% hits. Bead-based flow cytometry, Bim-Bfl-1 binding inhibition. inhibition, % at 10 µM;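 further: 0% = wells without compound plus tracer and 100% = blocker peptide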
# Mcl1-Bid inh: Mcl-1/Bid interaction inhibition. TR-FRET Mcl-1/Bid-Dy647 peptide binding, 1536-well. inhibition, % at 21.7 µM. 220,000 compounds, 0.97% hits. AID 1021;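 active means compounds that cut the binding signal by more than half at the single screening dose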;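 further: His-tagged Mcl-1 with europium anti-His antibody binding Bid BH3 peptide; 0% = Mcl-1 plus peptide wells and 100% = peptide-only wells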
# An asterisk follows results filed as active; u = inconclusive. Unless noted, no stated cut-off is given here; in the data, active means inhibition above about 40%.
SMILES,Mcl-1 Bim block,Bim-Bcl-W,Bcl-2 Bim block,RGS7-Gao reg,Bim-Bcl-B,RGS8-Gao,GSH fluor,Bim-Bcl-XL,RGS4-Gao reg,Bfl-1 Bim block,Mcl1-Bid inh
CCOC(=O)c1ccccc1NC(=O)c1cccc(F)c1,-2,0,-2,95,0,86,25,-1,96,-1,-11
COc1ccc(CCNC(=O)CSc2nnc(-c3ccccc3)c3ccccc23)cc1OC,0,0,-2,100,-2,100,10,1,102,2,-8
CSc1ccc(S(=O)(=O)NCc2ccc(C)cc2)cc1,-1,0,0,100,-1,102,7,0,106,0,-19
Cc1ccc(OCCn2cnc3c(N)ncnc32)cc1,-1,1,-10,106,-9,103,38,-6,103,-16,41
O=S(=O)(c1ccccc1)c1nc(NCc2ccccc2)sc1Cl,-4,-6,-6,95,-9,100,19,-5,94,-1,7
Cc1nn(C)c(C(=O)Nc2cccc(CN3CCOCC3)c2)c1Br,0,-1,0,100,0,103,7,-3,102,0,-18
CC(Sc1ncc(C#N)c(N)n1)C(=O)Nc1ccccc1 (stereo not drawn),-3,0,-5,98,-7,101,22,-6,98,-15,-16
O=c1oc2ccccc2cc1-c1csc(Cc2nc(-c3ccc(Br)cc3)cs2)n1,0,0,-9,103,-8,102,37,1,102,-12,-22
O=C(NNC(=O)C1C2CCC(C2)C1C(=O)O)c1cccc(Cl)c1 (stereo not drawn),3,4,-4,u,2,98,9,0,97,-1,-7
CN1CCN(c2cc(=O)n(-c3ccc(Cl)cc3)c(=O)[nH]2)CC1,-4,-2,-2,97,-3,127,17,-6,99,-5,-38
CN1C(=O)N(C)C2(c3ccccc3)N(C(C)(C)C)C(=O)NC12c1ccccc1 (stereo not drawn),-1,-1,-1,98,-3,98,23,-4,98,-1,-12
COc1cccc(NC(=O)C2c3cc(OC)c(OC)cc3C(=O)N(C)C2c2cccnc2)c1 (stereo not drawn),-2,-2,-2,89,-4,97,24,-6,93,-5,84*

# Not a retest: an excerpt of the list.
SMILES,Mcl-1 Bim block,Bim-Bcl-W,Bcl-2 Bim block,RGS7-Gao reg,Bim-Bcl-B,RGS8-Gao,GSH fluor,Bim-Bcl-XL,RGS4-Gao reg,Bfl-1 Bim block,Mcl1-Bid inh
CCOC(=O)c1ccccc1NC(=O)c1cccc(F)c1,-2,0,-2,95,0,86,25,-1,96,-1,-11
COc1ccc(CCNC(=O)CSc2nnc(-c3ccccc3)c3ccccc23)cc1OC,0,0,-2,100,-2,100,10,1,102,2,-8

# Five compounds already listed, sorted by count of non-hydrogen atoms, low to high.
SMILES,Mcl-1 Bim block,Bim-Bcl-W,Bcl-2 Bim block,RGS7-Gao reg,Bim-Bcl-B,RGS8-Gao,GSH fluor,Bim-Bcl-XL,RGS4-Gao reg,Bfl-1 Bim block,Mcl1-Bid inh
CSc1ccc(S(=O)(=O)NCc2ccc(C)cc2)cc1,-1,0,0,100,-1,102,7,0,106,0,-19
CCOC(=O)c1ccccc1NC(=O)c1cccc(F)c1,-2,0,-2,95,0,86,25,-1,96,-1,-11
O=S(=O)(c1ccccc1)c1nc(NCc2ccccc2)sc1Cl,-4,-6,-6,95,-9,100,19,-5,94,-1,7
Cc1nn(C)c(C(=O)Nc2cccc(CN3CCOCC3)c2)c1Br,0,-1,0,100,0,103,7,-3,102,0,-18
COc1cccc(NC(=O)C2c3cc(OC)c(OC)cc3C(=O)N(C)C2c2cccnc2)c1 (stereo not drawn),-2,-2,-2,89,-4,97,24,-6,93,-5,84*

# Later entries
SMILES,Mcl-1 Bim block,Bim-Bcl-W,Bcl-2 Bim block,RGS7-Gao reg,Bim-Bcl-B,RGS8-Gao,GSH fluor,Bim-Bcl-XL,RGS4-Gao reg,Bfl-1 Bim block,Mcl1-Bid inh
CCC(=O)N1CCc2cc(S(=O)(=O)CCC(=O)NCCC3=CCCCC3)ccc21,0,2,1,95,1,100,23,0,101,-1,-2
Cc1ccc(Nc2nnc(SCc3cc(=O)n4ccsc4n3)s2)c(C)c1,-1,0,-1,98,-12,101,24,-6,103,-4,-5
COc1ccc(/C=C/C(=O)N(C)C2CCS(=O)(=O)C2)cc1OC (stereo not drawn),0,-2,0,93,-4,95,8,-6,94,0,7
O=C(Cc1cccs1)N1CCN(S(=O)(=O)c2ccc(Br)cc2)CC1,0,1,0,95,-2,99,25,-6,100,2,1
Cn1nnnc1SCC(=O)N1c2ccccc2Sc2ccccc21,0,-2,-1,102,-1,102,25,-3,103,4,-19
COc1cccc(C(=O)NC(=S)NCc2ccco2)c1,-6,-3,0,102,-8,103,13,-10,105,0,-13
COc1ccc(-n2cc(CNC3CCC(O)CC3)c(-c3cccc(F)c3)n2)cc1 (stereo not drawn),0,-4,-5,107,-7,109,15,-7,110,-4,-72
Cc1ccc(S(=O)(=O)N2CCOCC2)cc1NC(=O)COc1ncnc2ccccc12,-2,0,-1,99,-2,103,7,-2,102,1,-32
Cc1c(NC(=O)Cn2nc(C(F)(F)F)c3c2CCCC3)c(=O)n(-c2ccccc2)n1C,-5,4,-9,99,-8,102,44,-7,96,-11,-19
CCOC(=O)Cn1nnc(-c2ccc(S(C)(=O)=O)cc2)n1,0,-3,0,100,-4,100,27,1,99,0,-7
O=C(NCC1OCCc2ccccc21)c1ccco1 (stereo not drawn),-1,4,-3,103,-5,100,56,-11,101,-16,-24
Cc1nc(SCC(=O)Nc2ccc(F)cc2)c(C#N)c(C)c1CC(=O)c1ccc(Br)cc1,4,0,0,100,-6,101,4,-6,103,-4,-20
COc1cc(/C=N/NC(=O)c2ccc(-c3ccccc3)cc2)cc(OC)c1OC,-5,-4,-5,99,-7,103,13,-8,99,-3,-36
CCCN(CCC)c1nc(C)cc(C(C#N)c2nc3ccccc3o2)n1 (stereo not drawn),0,3,-7,99,-12,100,31,-8,101,-8,-3
CC(=O)NC(CCS(C)(=O)=O)C(=O)Nc1cccc2ccccc12 (stereo not drawn),0,0,-7,100,-5,104,27,-4,104,-7,-4
CC1Cc2nc(SCC(=O)Nc3nc4ccccc4s3)n(C)c(=O)c2S1 (stereo not drawn),-3,-5,-10,102,-10,100,28,-6,98,-12,-22
COc1cccc2c1OCC(CN1CCN(CCC(C)C)C(CCO)C1)=C2 (stereo not drawn),-3,-2,-3,100,-5,102,14,-1,98,-9,-46
Cc1cc(C)c2c(N)c(C(=O)N3CCN(c4ncccn4)CC3)sc2n1,-1,1,-2,106,-12,101,28,-2,104,-5,-6
O=C(O)CCCC(=O)N(Cc1ccccc1)Cc1ccccc1,-1,-2,-2,105,1,103,14,-1,101,-1,-10
COc1ccccc1CN1C[C@@H]2C[C@@H](c3[nH]c4c(C)cccc4c3C)N3CCC[C@@]23C1=O,-1,-5,0,104,-2,102,10,-5,102,-5,-17
Cc1ccc(N=C2NC(=O)/C(=C/C=C/c3ccco3)S2)cc1C,-9,-4,1,91,-5,100,11,-6,99,2,37
Cc1ccc2sc(N(CCCN(C)C)C(=O)CN3C(=O)c4ccccc4C3=O)nc2c1C,-3,-2,1,94,-4,97,20,0,101,4,20
Cn1nc(-c2ccc(C(=O)N3CCN(Cc4ccccc4)CC3)cc2)c2ccccc2c1=O,0,0,-6,95,-6,95,28,0,96,-11,-6
CCc1ccc(OCCCC(=O)NCc2ccccc2)cc1,-4,-4,0,107,-4,106,7,-5,109,0,5

# 3 entries picked at random from the list so far, as already listed:
SMILES,Mcl-1 Bim block,Bim-Bcl-W,Bcl-2 Bim block,RGS7-Gao reg,Bim-Bcl-B,RGS8-Gao,GSH fluor,Bim-Bcl-XL,RGS4-Gao reg,Bfl-1 Bim block,Mcl1-Bid inh
CCc1ccc(OCCCC(=O)NCc2ccccc2)cc1,-4,-4,0,107,-4,106,7,-5,109,0,5
COc1ccc(-n2cc(CNC3CCC(O)CC3)c(-c3cccc(F)c3)n2)cc1 (stereo not drawn),0,-4,-5,107,-7,109,15,-7,110,-4,-72
CCC(=O)N1CCc2cc(S(=O)(=O)CCC(=O)NCCC3=CCCCC3)ccc21,0,2,1,95,1,100,23,0,101,-1,-2

# Other records.
SMILES,Mcl-1 Bim block,Bim-Bcl-W,Bcl-2 Bim block,RGS7-Gao reg,Bim-Bcl-B,RGS8-Gao,GSH fluor,Bim-Bcl-XL,RGS4-Gao reg,Bfl-1 Bim block,Mcl1-Bid inh
Cc1ccc(-n2c(SCC(=O)Nc3cc(C)on3)nc3c([nH]c4ccccc43)c2=O)cc1,0,0,-3,100,-5,101,18,-4,100,-10,-20
Cc1ccc(-n2nnnc2C(Cl)(Cl)c2nnnn2-c2ccc(C)cc2)cc1,-9,-5,-2,104,-60,78,22,-3,90,9,-30
COc1cc(C#N)c(NC(=S)N2CCOCC2)cc1OC,1,-2,-1,90,-6,94,13,0,90,-2,-52
O=C(CCc1nnc(CCCc2ccccc2)o1)NCCc1ccco1,0,-1,0,100,-2,103,13,1,101,-5,-24
COCC1CCN(Cc2nc(-c3ccc(OC)cc3)no2)CC1,0,-3,-1,91,-9,96,15,-5,85,-5,-21
O=C(O)C1C2CC3C(OC(=O)C31)C2Cl (stereo not drawn),-1,-1,1,103,-1,106,7,-2,102,0,0
O=C(CNCc1cccs1)Nc1ccc(S(=O)(=O)N2CCCCC2)cc1,-1,-3,-1,101,0,111,17,-2,96,-2,30
Cc1ccc(C(=O)CSc2nnc(-c3ccc4[nH]c(C)c(C)c4c3)o2)cc1C,-1,2,0,99,1,101,20,1,100,-1,46
Nc1nnc(CCC2CCCCC2)s1,-5,-4,-11,99,-10,100,26,-8,100,-20,-25
COc1ccc(N2C(=O)C3ON(C4SC(=S)N(C)C4(C)C)C(c4ccc(Cl)cc4)C3C2=O)cc1 (stereo not drawn),1,0,-5,100,-3,99,13,3,103,-13,-8
Cc1ccccc1OCC(=O)NNC(=O)CCN1C(=O)c2ccccc2C1=O,0,-1,-2,106,-11,112,8,-2,102,-3,-17
COc1ccccc1NC(=O)CSc1nc2n[nH]c(C)c2c(=N)n1-c1ccccc1Cl,0,6,17,91,0,93,12,8,94,10,-17
COc1c(C)cc(C(=O)C2CCCN(C(=O)c3cccc(F)c3)C2)cc1C (stereo not drawn),-2,-3,-7,102,-4,97,15,-4,103,-4,-28
Cc1nnc(-c2ccco2)c2cn(-c3cccc(Br)c3)nc12,-6,1,4,98,0,105,3,6,99,2,-44
Fc1ccc(-n2c(-c3ccc4ccccc4n3)n[nH]c2=S)cc1Cl,-1,0,2,u,-3,96,18,0,100,9,-36
COC(=O)c1ccc(C2/C(=C(/O)c3ccc(OC)cc3)C(=O)C(=O)N2c2cc(C)on2)cc1 (stereo not drawn),0,0,2,123,3,104,11,0,114,-1,-82
CCOc1ccccc1-n1c(SCC(=O)NC(C)CC)nnc1-c1ccoc1C (stereo not drawn),0,2,-3,103,-6,108,39,-9,103,-6,-11
C/C(=N/NC(=O)CNS(=O)(=O)c1ccc(C)cc1)c1cccc([N+](=O)[O-])c1,0,0,-4,102,-2,103,9,-1,104,-6,-13
O=C(COC(=O)C1CC1)Nc1ccc(N=Nc2ccccc2)cc1,-5,-3,-5,95,-8,90,11,-8,94,-4,5
